GPR55 activation – GPR55 agonists via beta-arrestin recruitment, primary screen, imaging, U2OS cells, beta-arrestin-GFP redistribution (AID 1961) | G-protein coupled receptor 55 (Homo sapiens) | U2OS GPR55 beta-arrestin-GFP redistribution imaging; higher % means a stronger effect | one-dose activation, % at 10 µM; EC50 in µM for titrated hits | hit rate 0.048% among 290,000;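 active = activation above 40% with more than 50 cells counted in the well; inconclusive = wells holding fewer than 50 cells, flagged as toxic or sparse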;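 note: U2OS osteosarcoma cells stably expressing GPR55 and beta-arrestin-GFP; plate controls were DMSO negative control for no effect and LPI positive control for full effect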
GPR55 antagonists – GPR55 antagonists blocking LPI-driven arrestin recruitment, primary screen, imaging, U2OS, beta-arrestin-GFP, LPI agonist (AID 2013) | G-protein coupled receptor 55 (Homo sapiens) | U2OS GPR55 beta-arrestin-GFP translocation imaging, LPI antagonism; higher % means a stronger effect | inhibition, % at 10 µM; hits with a dose series show IC50 in µM | hit rate 0.13% among 290,000;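 active = spots per cell inhibited over 60%, with over 100 cells counted and total cytoplasm intensity under 500,000; inconclusive = wells with under 100 cells, flagged as likely toxic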;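 note: U2OS cells stably carrying GPR55 and arrestin-GFP stimulated by 5 µM LPI near EC80; imaged beta-arrestin-GFP aggregate spots per cell after agonist stimulation; plate controls were LPI-stimulated DMSO wells for no effect and DMSO wells without LPI for full effect; some results filed as inactive read as strong as hits; confirmed hits need IC50 under 10 µM and bright autofluorescent wells are also inconclusive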
KOR beta-arrestin-1 – KOR agonists, beta-arrestin recruitment, primary screen, cell-based, luminescence, uHTS (AID 1777); Kappa-type opioid receptor (Homo sapiens); KOR beta-arrestin recruitment, luminescence; higher % means a stronger effect; one-dose activation, % at 10 µM; EC50 in µM for titrated hits; hit rate 0.02% among 280,000; in the data active = activation above about 50%, passing the limit was not always enough; note: a part of the inactive calls stands beside numbers as strong as those of hits
NOD2 inhibition – NOD2 signaling inhibitors, cell-based, luminescence, uHTS, HEK293 (AID 1566). hit rate 0.63% among 290,000. one-dose inhibition, % at 4 µM; EC50 in µM for titrated hits. HEK293 NOD2/NF-kB luciferase reporter, luminescence; higher % means a stronger effect; note: many of its hits are not listed in these tables
GPR35 arrestin U2OS – GPR35 antagonists blocking zaprinast-driven arrestin recruitment, primary screen, imaging, U2OS, beta-arrestin-GFP, zaprinast agonist (AID 2058). G-protein coupled receptor 35 (Homo sapiens). U2OS GPR35 beta-arrestin-GFP translocation imaging, zaprinast antagonism; higher % means a stronger effect. inhibition, % at 10 µM; hits with a dose series show IC50 in µM. hit rate 0.052% among 290,000;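 active = inhibition of at least 50% with at least 30 cells and total cytoplasm GFP at most 10,000,000; inconclusive = under 30 cells or total GFP of 10,000,000 plus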
HIV peptide binding – inhibitors of HIV fusion peptide binding, primary screen, biochemical, uHTS, fluorescence dequenching (AID 1986); cell-free peptide binding, fluorescence dequenching, 30 min; higher % means a stronger effect; inhibition, % at 20 µM, or IC50 in µM where a hit was titrated; hit rate 0.3% among 290,000; in the data active = inhibition mostly above about 52%, no sharp cut-off; inactive = mostly below about 76%; note: some results filed as inactive read as strong as hits
KOR beta-arrestin-2 – KOR antagonists, beta-arrestin recruitment, cell-based, luminescence, uHTS (AID 1778) | KOR beta-arrestin recruitment, luminescence, antagonist mode; higher % means a stronger effect | Kappa-type opioid receptor (Homo sapiens) | hit rate 0.091% among 290,000 | inhibition, % at 10 µM; hits with a dose series show IC50 in µM; note: strong numbers were not always called active
Myeloid diff 2 – induction of myeloid progenitor differentiation, primary screen, cell-based, flow cytometry, MLPCN library; ER-HoxA9 myeloid progenitors, lysozyme-GFP differentiation; calls only at 10 µM; hit rate 1% among 360,000;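 active = normalized GFP-positive differentiation at or above the plate's own cutoff, the solvent-only control mean plus 3 SD; inconclusive = no clear call, values can overlap the other calls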;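 note: cells exposed to compound for four days before flow analysis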
NOD1 NF-kB reporter – NOD1 signaling inhibitors, primary screen, cell-based, luminescence, uHTS (AID 1578) | NOD1-driven NF-kB luciferase reporter cells, luminescence; higher % means a stronger effect | inhibition, % at 4 µM; hits with a dose series show EC50 in µM | hit rate 1% among 290,000; in the data active = inhibition mostly above about 36%, no sharp cut-off; inactive = mostly below about 34%;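 note: HEK-293T reporter cells stimulated with the NOD1 agonist gamma-tri-DAP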
Myeloid diff 2 GFP+ MAC1+ % – recorded beside Myeloid diff 2, whose call it bears; GFP+ MAC1+ double positive, %; measured here: differentiation confirmed by MAC1 staining
Active calls of the source: *; i = inactive; ? = inconclusive; / = no result given; [ ] = another dose, or the depositor's remark. Cut-off read from the data, not from the text of the source, unless noted: active = inhibition above about 50%; inactive = the rest. Not all compounds are listed (hit frequency here may not be typical).

Every second line gives: GPR55 activation, GPR55 antagonists, KOR beta-arrestin-1, NOD2 inhibition, GPR35 arrestin U2OS, HIV peptide binding, KOR beta-arrestin-2, Myeloid diff 2, Myeloid diff 2 GFP+ MAC1+ %, NOD1 NF-kB reporter
CCOC(=O)c1cnc2ccc(OCC)cc2c1NCc1cccnc1
→ 0.2%, -18%, 11%, -32%, -4%, -3.0%, -1%, i, 1.3, -24%
CCC(=O)N(CCc1ccccc1C)Cc1cc2ccc(C)cc2[nH]c1=O
→ -0.2%, -4%, -3.3%, 18%, -9%, -0.2%, -16%[20 µM], i, 1.0, -22%
Cc1ccc(NC(=O)C2CCN(S(=O)(=O)c3ccc4c(c3)NC(=O)CO4)CC2)cc1
→ -0.4%, -8%, -2.4%, 20%, 6%, -0.1%, -5%, i, 1.0, -17%
COC(=O)c1cccc(NC(=O)CCCOc2ccccc2)c1
→ -0.1%, 2%, -1.5%, 10%, -10%, 0.2%, 13%, i, 1.3, 5%
Cc1cnc(=O)[nH]c1SCc1ccc([N+](=O)[O-])cc1
→ -0.1%, -4%, 14%, -2%, 6%, 6.0%, -66%, i, 0.3, -17%
CCOC(=O)c1ccccc1NC(=O)N1CCn2c(C)ccc2C1CC (stereo unspecified)
→ -0.1%, 11%, -2.5%, 16%, -4%, 15%, 20%, i, 1.2, -10%
C#CCOCCOCCOCCNc1nc(N2CCN(C(=O)[C@H](CCCCN)n3cc(C(N)CC(C)C)nn3)CC2)nc(N2CCN(C(=O)[C@H](CCC(=O)O)n3cc(C(N)[C@H](C)CC)nn3)CC2)n1 (stereo partly specified)
→ -0.2%, -5%, 14%, -3%, 0%, -0.1%, -10%, i, 1.2, -24%
COC(=O)C1(C)Nc2ccccc2C(=O)N1c1ccccc1OC (stereo unspecified)
→ 0.7%, 5%, -1.3%, 15%, -12%, -1.8%, -20%, i, 2.1, -27%
O=C(O)c1cccc(-c2ccc(/C=N/n3cnnc3)o2)c1
→ -0.2%, -6%, -3.1%, 15%, -1%, 1.6%, 7%[20 µM], i, 0.4, -16%
Cc1ccc(CNC(=O)c2ccc(Cn3cc(-c4ccc(C)cc4)nc3-c3ccncc3)cc2)cc1
→ -0.2%, -3%, -4.1%, -30%, 0%, 2.2%, -6%[20 µM], i, 0.5, -15%
Cc1cc(C)nc(NC(=O)Cc2ccc(Cl)cc2)c1
→ -0.2%, 5%, -1.2%, -11%, 13%, 1.7%, -26%[20 µM], i, 0.7, -1%
COc1nc(N(C)S(=O)(=O)c2ccc(C)cc2)nc(C)c1Cl
→ -0.3%, 16%, 5.1%, 31%, -12%, 1.5%, 1%, i, 8.8, 29%
CC1C/C(=N\NC(=O)c2ccc([N+](=O)[O-])cc2)CC(C)(C)C1 (stereo unspecified)
→ 0.0%, -6%, 0.4%, 4%, 0%, -1.9%, -7%, i, 0.3, 7%
O=C(CSc1ncnc2nc[nH]c12)NCCc1ccccc1
→ -1.0%, 9%, 2.8%, -12%, 13%, 0.3%, 26%, i, 0.8, 10%
O=C(CN1CCCCC1)N1c2ccccc2Oc2ccccc21
→ 0.2%, 10%, 1.6%, 7%, -10%, -1.3%, 15%, i, 0.8, -9%
COC(=O)c1nc2n(n1)C(c1cccc(Cl)c1)C1=C(CCCC1=O)N2 (stereo unspecified)
→ 0.4%, 30%, 2.2%, 15%, 11%, -1.9%, -4%, i, 2.3, 10%
COc1cccc(C(=O)Nc2nc(-c3ccc4c(c3)OCO4)cs2)c1
→ 1.7%, 2%, -1.8%, 18%, 14%, 1.6%, -33%, i, 1.8, 21%
CCc1cc2cc3c(cc2nc1SCC(=O)OC(C)C)OCO3
→ 0.2%, 10%, /, 6%, 29%, -2.2%, 6%[20 µM], i, 0.4, -21%
S=C(NCC1CCCO1)Nc1ccccc1Cl (stereo unspecified)
→ -0.1%, 14%, 0.3%, 5%, -18%, 1.0%, 12%, i, 0.5, -32%
CCOc1cc(/C=N\NC(=O)c2c(C)nc3ccccn23)ccc1O
→ -0.3%, 0%, -3.7%, 6%, -8%, 0.7%, 4%[20 µM], i, 0.7, -18%
CNC(=O)/C(C#N)=C/c1cccc(Oc2ccccc2)c1
→ -0.1%, 13%, 6.9%, 23%, -14%, 0.1%, -37%, i, 0.9, 0%
COc1cc(S(=O)(=O)N2CCC(c3nc4ccccc4s3)CC2)ccc1S(=O)(=O)N1CC(C)CC(C)C1 (stereo unspecified)
→ 0.6%, 9%, 3.7%, 8%, -4%, 2.3%, 10%, i, 17, -29%
Cc1ccc2nc(SCC(=O)NC3CCCc4ccccc43)[nH]c2c1 (stereo unspecified)
→ -0.1%, 0%, 1.5%, 4%, -2%, 0.4%, 8%, i, 0.5, 17%
O=C(Nc1ccccc1)c1cc2ccccc2o1
→ 0.5%, 3%, -3.9%, 13%, -2%, 0.2%, 3%, i, 0.5, -13%
O=C(NC(=S)NCc1cccnc1)c1cccc2ccccc12
→ 0.0%, -4%, -2.4%, -11%, 0%, -0.5%, 4%[20 µM], i, 0.0, -23%
Cc1cc(NC(=S)NC(=O)/C=C/c2ccc(S(=O)(=O)N3CCOCC3)cc2)ccc1Br
→ -0.1%, 14%, -4.5%, /, -6%, 0.6%, 24%[20 µM], i, 0.3, /
COc1ccc(NC(=O)Nc2nnc(C(C)(C)C)s2)cc1
→ -0.2%, 3%, 4.7%, -22%, 5%, 0.5%, 16%, ?, /, -8%
O=C(Cn1cc([N+](=O)[O-])cn1)Nc1nc2ccccc2s1
→ 0.2%, -6%, -0.2%, 16%, -6%, 2.0%, 12%, i, 8.1, -14%
Nc1nnc2c(C(F)(F)F)nc3ccccc3n12
→ 0.0%, 7%, 0.0%, -3%, 4%, 0.6%, 17%, i, 1.1, -7%
NC(=O)C(=CNc1nc(-c2ccc(Cl)c(Cl)c2)cs1)C(N)=O
→ -0.3%, -10%, 3.9%, -16%, 11%, 16%, 26%, /, /, -3%
O=C1C2C3C=CC(C3)C2C(=O)N1c1n[nH]c(-c2ccccc2)n1 (stereo unspecified)
→ -0.2%, -4%, 2.3%, -16%, 2%, 1.3%, -22%, i, 0.7, -31%
COc1ccc(CCNC(=O)Cn2c(=O)n(-c3ccc(C)c(F)c3)c(=O)c3sccc32)cc1OC
→ -0.3%, 0%, -2.6%, 13%, 1%, 0.1%, -6%, i, 0.5, -14%
CCCn1nnnc1NC(=O)COc1ccc(CC)cc1
→ -0.3%, -2%, 6.5%, 12%, 1%, 0.2%, 6%, i, 0.3, -2%
Cc1nc(NCCCO)c(C#N)c2c1COC(C)(C)C2
→ -0.2%, 9%, -3.5%, 5%, 1%, 0.5%, -23%, i, 0.5, 14%
Cc1cccc(N/N=C/c2ccc(C)s2)c1
→ -0.1%, -6%, 0.9%, -54%, -2%, -0.5%, -10%, i, 0.3, -15%
c1ccc(CCn2cnc3ccccc32)cc1
→ 0.0%, 2%, -4.9%, 13%, -11%, 2.2%, 10%, i, 0.6, -43%
CC(C)CC(=O)N1CCN(Cc2ccccc2[N+](=O)[O-])CC1
→ -0.1%, 10%, /, -10%, 5%, -2.1%, 16%, i, 0.1, 17%
O=C(Nc1nnc(-c2ccc(Cl)cc2)o1)c1ccccc1Br
→ -0.1%, -1%, -2.7%, -2%, 0%, 2.4%, -12%, i, 1.9, 1%
CCOc1ccc(NC(=S)Nc2cccc3cnccc23)cc1
→ 0.5%, -2%, 8.3%, 7%, 1%, 14%, 13%, i, 0.3, -23%
COc1ccc(C(=O)NN(c2ccccc2)c2ccccc2)cc1
→ -0.3%, 2%, 1.2%, -16%, 22%, -2.2%, -11%, i, 0.5, -4%
CN1CCN(CC(=O)Nc2ccc(Oc3ccccc3)cc2)CC1
→ -0.1%, 26%, 7.0%, 10%, -5%, -1.9%, -12%, i, 0.5, -14%
C[n+]1cc[nH]c1SCC(=O)c1ccc(Cl)cc1
→ 0.3%, -5%, -3.8%, -31%, 30%, -0.3%, -34%[20 µM], i, 0.1, -31%
Cc1ccsc1CCNC(=O)C1CCC(=O)N(CCc2cccc(F)c2)C1 (stereo unspecified)
→ 0.0%, 4%, 0.2%, -44%, -8%, 1.0%, 18%, i, 1.0, -73%
CC(=O)NC(=S)Nc1ccc(NC(=O)COc2ccc(Cl)cc2Cl)cc1
→ -0.1%, 6%, 6.7%, -13%, 2%, -0.7%, -66%, i, 0.4, 51%
Cc1cccc(Nc2ccc3nonc3c2[N+](=O)[O-])c1C
→ 0.0%, 0%, -4.4%, 2%, 5%, -0.4%, 3%, i, 0.7, -9%
CC1(O)CC(c2ccc(Cl)cc2)=NN1C(=O)c1ccc([N+](=O)[O-])cc1 (stereo unspecified)
→ 0.0%, 7%, -3.3%, 25%, 2%, -2.0%, -6%[20 µM], i, 0.0, 92%*
COc1ccc(C(=O)CCC(=O)O)cc1
→ -0.1%, 7%, -6.0%, 6%, 8%, -2.4%, /, i, 1.8, 16%
CC(Oc1ccc(Cl)cc1)C(=O)NCCCn1ccnc1 (stereo unspecified)
→ -0.1%, 13%, 6.6%, 12%, 6%, 0.5%, 0%, i, 11, -28%

Profiles from above:
COC(=O)c1nc2n(n1)C(c1cccc(Cl)c1)C1=C(CCCC1=O)N2 (stereo unspecified) across the screens: GPR55 activation: 0.4%; GPR55 antagonists: 30%; KOR beta-arrestin-1: 2.2%; NOD2 inhibition: 15%; GPR35 arrestin U2OS: 11%; HIV peptide binding: -1.9%; KOR beta-arrestin-2: -4%; Myeloid diff 2: i; Myeloid diff 2 GFP+ MAC1+ %: 2.3; NOD1 NF-kB reporter: 10%
Cc1cnc(=O)[nH]c1SCc1ccc([N+](=O)[O-])cc1 across the screens: GPR55 activation: -0.1%; GPR55 antagonists: -4%; KOR beta-arrestin-1: 14%; NOD2 inhibition: -2%; GPR35 arrestin U2OS: 6%; HIV peptide binding: 6.0%; KOR beta-arrestin-2: -66%; Myeloid diff 2: i; Myeloid diff 2 GFP+ MAC1+ %: 0.3; NOD1 NF-kB reporter: -17%

3 of the entries above in order of their number in NOD2 inhibition, ascending.
molecule	KOR beta-arrestin-1	NOD2 inhibition	GPR35 arrestin U2OS	HIV peptide binding	KOR beta-arrestin-2	Myeloid diff 2 GFP+ MAC1+ %	NOD1 NF-kB reporter
C[n+]1cc[nH]c1SCC(=O)c1ccc(Cl)cc1	-3.8%	-31%	30%	-0.3%	-34%[20 µM]	0.1	-31%
O=C1C2C3C=CC(C3)C2C(=O)N1c1n[nH]c(-c2ccccc2)n1 (stereo unspecified)	2.3%	-16%	2%	1.3%	-22%	0.7	-31%
COc1nc(N(C)S(=O)(=O)c2ccc(C)cc2)nc(C)c1Cl	5.1%	31%	-12%	1.5%	1%	8.8	29%
